Bioassay records deposited in PubChem by National Center for Advancing Translational Sciences (NCATS).
Lipid storage S3: qHTS Assay for Lipid Storage Modulators in Drosophila S3 Cells | Drosophila S3 cells, BODIPY lipid droplet fluorescence, 18-24 h; cells fed with added oleic acid | lipid storage change, negative = inhibition, % at the top dose, mostly 46.1 µM; hits show Potency in µM | 320,000 compounds, 0.64% hits; active means well fitted inhibition curve with a large enough effect in the signal ratio, with a control signal flat, not every such curve was filed as active; inconclusive means small, poorly fitted or top-dose-only effect, or effect the other way, or a change in a side signal; the % refers to the signal ratio
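Drosophila S3 cells loaded with oleic acid (400 uM, as added) and compounds at several concentrations; lipid droplets imaged by 488-nm laser-scanning cytometry, 500–530 nm intensity and object ratio to cell channel. Percent activity normalized to 20 uM Triacsin C.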
Lipid storage S3 cell count max: further read-out of Lipid storage S3, marked with its call; cell number change, %; measured here: cell count max response;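 cells counted by Cell Tracker Red CMTPX staining in the red channel; peak over a dose series mostly up to 46.1 µM; percent activity relative to internal control wells on each plate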
Active calls of the source: *; i = inactive; u = inconclusive; x = no result given. On the % scale 0 is the no-effect control and ±100 the full control effect; potency means the concentration at half of the fitted maximal effect. A portion of the library. The share of hits here may be higher or lower than overall.

smiles | Lipid storage S3 | Lipid storage S3 cell count max
Cc1cc(NC(=O)CSCC(=O)N2CCN(c3cccc(C)c3C)CC2)no1 | u | x
Cc1cc(/C=N/Nc2nc(N3CCOCC3)nc(N3CCOCC3)n2)c(C)n1-c1ccccc1 | 0% | 2
COc1cccc(C2=NOC(C(=O)N3CCN(Cc4ccccc4)CC3)C2)c1OC (configuration not stated) | 10% | -1
Cc1ccc(NC(=S)N2CCN(S(C)(=O)=O)CC2)cc1C | u | x
CCCCC12CN3CC(C)(CN(C1)C3c1ccc([N+](=O)[O-])o1)C2=O (configuration not stated) | 12% | -1
CCCCCNC(=O)c1ccc2c(c1)ncn2-c1ccc(OC)cc1 | 2% | 11
O=C(O)C(Cc1ccc(Cl)cc1)Sc1nc2ccccc2[nH]1 (configuration not stated) | u | x
CC(C)CCN(C(=O)Nc1ccc(Cl)cc1)C1CCN(C(C)C)CC1 | 6% | 10
Cc1ccc(C2=NC(=O)/C(=C/c3cc(O)c(O)c(Br)c3)S2)cc1 | -3% | 16
COc1ccc(O)c(CN2CCC(n3nccc3NC(=O)C3CCCC3)CC2)c1 | u | x
COc1ccccc1-c1nnc2sc(-c3cnccn3)nn12 | u | x
CN1CC(=O)N=C1N | u | x
COc1cc(C(=O)N2CCC(O)(c3ccccc3)CC2)cc(OC)c1OC | u | x
O=C(Nc1ccc2c(c1)OCO2)N1CCN(C(=O)C2CCCO2)CC1 (configuration not stated) | 6% | 11
O=C(OCc1nc2ccsc2c(=O)[nH]1)c1ccc(Cl)s1 | u | x
O=[N+]([O-])c1ccc(N2CCN(c3ccc(O)cc3)CC2)c(Cl)c1 | u | x
COc1ccccc1CNC(=O)COn1nnc2ccc(S(=O)(=O)N3CCOCC3)cc21 | u | x
CCCCN(C(=O)CSCC(=O)Nc1ccc(C)cc1)c1c(N)n(Cc2ccccc2)c(=O)[nH]c1=O | 26% | 27
Cc1ccc(S(=O)(=O)N2CCN(C(C)C(=O)N3CCCc4ccccc43)CC2)cc1 (configuration not stated) | -7% | 9
Cc1ccc(C)c(N2C(=O)CS/C2=N\NC(=O)c2ccccc2Cl)c1 | u | x
CC(=O)Nc1ccc(OC(=O)N2CCCC2)cc1 | 12% | 11
CC(=O)OCCc1c(C)nc2nc[nH]n2c1=O | 29µM* | -16*
COc1ccc(/C=N/NC(=O)CCCOc2ccc(Cl)cc2Cl)cc1 | u | x
Cc1csc(NC(=O)C(F)(F)F)n1 | -6% | -5
CS(=O)(=O)N(CC(=O)N1CCCC1)c1cc(Cl)c(Cl)cc1Cl | u | x
COc1ccc(CNc2nc3nc(C)cc(C)n3n2)cc1 | 10% | 10
N#CC1=C(C2CC2)CC(c2ccccc2)C(C#N)=C1N (configuration not stated) | u | x
COc1ccccc1N(CC(=O)NCC1CCCO1)C(=O)CNS(=O)(=O)c1ccccc1 (configuration not stated) | 7% | x
CN(C)CCCC(C)(O)C(Cc1ccccc1)c1ccccc1 (configuration not stated) | u | x
Cn1c(CSCc2ccccc2)n[nH]c1=S | i | 9
O=C(NCc1ccc2c(c1)OCO2)C(=O)NCC1OCCCN1S(=O)(=O)c1cc(F)ccc1F (configuration not stated) | u | x
CS(=O)CCC(NS(=O)(=O)c1ccccc1)C(=O)O (configuration not stated) | 0% | -12
CCc1ccc(-c2nc(CN3CCC(C(=O)N4CCN(c5ccccc5)CC4)CC3)c(C)o2)cc1 | u | x
O=C(CN1CCC(C(=O)c2ccc(Cl)cc2)CC1)NC1CCCC1 | u | x
O=C(O)CSC1=NC(=Nc2ccc(Cl)cc2)C2(CCCCC2)N1c1cccc(C(=O)O)c1 | u | x
CC(C)c1nnc(NC(=O)CCC(=O)N2CCN(c3ccccc3F)CC2)s1 | u | x
Cc1nn(CC(=O)N2CCN(c3ccccc3)CC2)c(=O)c2ccccc12 | u | x
Cc1ccc(CN2CCN(Cc3cccn3-c3ccccn3)CC2CCO)cc1 (configuration not stated) | 1% | 4
Cc1ccccc1-n1ncc2c(SCC(=O)N3c4ccccc4CC3C)ncnc21 (configuration not stated) | -2% | x
COC(=O)c1c(C)nc(C)c(C(=O)OC)c1-c1ccc(OC)cc1 | 16% | 13
CCOC(=O)CN(C(=O)CSc1nnc2c(n1)[nH]c1ccccc12)c1ccccc1 | u | x
Cn1c(SCC(=O)NC2CCCC2)nnc1-c1ccncc1 | u | x
Fc1ccc(COc2ccccc2C(=S)N2CCCC2)cc1 | 10% | 11
COc1ccc(C(=O)CCC(C)(C)[N+](=O)[O-])cc1 | -14% | 8
O=c1c2cc(NC(=S)NCCN3CCCCCC3)ccc2nc2n1CCCCC2 | u | x
COc1ccc(OCCN2CCN(C(=O)c3ccc(OC)c(OC)c3)CC2)cc1 | u | x
O=C(O)CCN(CC(=O)c1ccc(Cl)cc1)S(=O)(=O)c1ccc([N+](=O)[O-])cc1 | 10% | 18
CCOC(=O)CSc1nc(C)cc(=O)[nH]1 | u | x
COc1ccc(N2CCN(CCNC(=O)Nc3cc(Cl)ccc3Cl)CC2)cc1 | -9% | -11
CCOC(=O)C1CCN(C(=O)COc2ccc(Br)cc2)CC1 | -9% | -3
N#C/C(=C/c1ccccc1[N+](=O)[O-])c1nc(C2CC2)cs1 | -14% | -19
CCOc1ccc(C(=S)N2CCOCC2)cc1OCC | 4% | 11
Cc1ccc(N2CCN(C(=O)c3ccccc3)CC2)c(C)c1 | u | x
Cc1ccc(-c2noc(CCCC(=O)N3CCOCC3)n2)cc1 | 18% | -5
CC(C)OC(=O)Nc1ccc2c(c1)N(C(=O)CCN1CCOCC1)c1ccccc1CC2 | 19% | 1
CC(C)(C)c1ccc(Oc2ccc(NC(=O)c3cccs3)cn2)cc1 | u | x
O=C(CSc1ccc(-c2ccco2)nn1)NCc1ccc2c(c1)OCO2 | 3% | 13
COc1ccc(C(=O)NCc2nnc(SCC(=O)c3ccccc3)n2C)cc1 | u | x
O=c1c(-c2ccc3c(c2)OCCO3)coc2cc(O)cc(O)c12 | u | x
Cc1ccc(S(=O)(=O)N2CCC(=O)N(C(CO)C(C)C)CC2)cc1 (configuration not stated) | u | x

The listing continues:
smiles | Lipid storage S3 | Lipid storage S3 cell count max
CCN(CC)C(=O)c1c(NC(=O)c2ccccc2)sc(C)c1C | u | x
COc1ccc(NC(=O)/C(C#N)=C\c2cc(C)n(-c3ccc4c(c3)OCO4)c2C)cc1 | u | x
COCCn1c(C2CCCCC2)nc2sc3ccccc3c(=O)c2c1=O | u | x
Cc1ccc(NC(=O)CCCCCCCCCCC2COCCO2)c(C)c1 (configuration not stated) | -3% | -15
Cc1ccc(S(=O)(=O)N2CCN(c3ccc(C(F)(F)F)cc3[N+](=O)[O-])CC2)cc1 | u | x
CC(C)[C@H](NS(=O)(=O)c1ccc2c(c1)OCCO2)C(=O)OCC(=O)Nc1ccccc1 | u | x
Cc1ccc(NC(=O)CN(C)C(=O)COC(=O)c2ccc(Cl)cc2O)cc1 | u | x
CCCn1c(N2CCN(S(=O)(=O)Cc3ccccc3)CC2)nc2ccccc21 | u | x
NC(=O)c1cc(N2C(=O)C3CC=CCC3C2=O)ccc1N1CCCCC1 (configuration not stated) | u | x
Cc1cccc(N/N=C(\C(N)=O)C2=NC(C)(C)Cc3ccccc32)c1 | u | x
CCN(C(=O)COC(=O)CCCOc1ccccc1)c1c(N)n(Cc2ccccc2)c(=O)[nH]c1=O | -1% | -13
CCC(=O)N(CCC(Cc1ccccc1)c1ccco1)Cc1ccco1 (configuration not stated) | 20% | 4
CCn1c(SCC(=O)Nc2cc(Cl)ccc2OC)nnc1C1CC1 | u | x
CCOc1ccc(NC(=O)CCn2ccnc2)cc1 | 9% | 10
Cc1cc(C(=O)Nc2ccc(C(=O)O)cc2)c(-c2ccccc2)o1 | i | 22
O=C(N/N=C/c1cc([N+](=O)[O-])ccc1O)c1cccc2cc[nH]c12 | u | x
Cc1cccc(NC(=O)CSCC(=O)Nc2sccc2C#N)c1 | u | x
CN1CCN(CCOc2ccc(Cc3ccccc3)cc2)CC1 | u | x
O=[N+]([O-])c1cccc(C(=Nc2cccc(Cl)c2)NO)c1 | i | x
CC(C)CNS(=O)(=O)c1ccc(CCC(=O)NCc2ccco2)cc1 | -13% | -10

Continued:
smiles | Lipid storage S3 | Lipid storage S3 cell count max
O=C(Nc1ccc(Br)c(Cl)c1)C1CC1 | u | x
CCOc1ccc(NC(=S)N2CCC(N(C)CC3CCCO3)CC2)cc1 (configuration not stated) | 23% | 13
CCCCC1CC(CSC(=N)N)OC1=O (configuration not stated) | -22% | -17
O=C(NCc1cccnc1)C(=O)NCC1OCCN1S(=O)(=O)c1ccc(Cl)cc1 (configuration not stated) | 0% | 21
Cc1ccccc1Cn1nc(C)c(NC(=O)c2noc3c2CCCC3)c1C | u | x
Cc1ccc(Cn2c(SCC(=O)NCC3CCCO3)nc3c(sc4ccccc43)c2=O)cc1 (configuration not stated) | u | x
CN(C)CCOc1cc(Cl)cc(Cl)c1 | -8% | 5
Cc1ccc(CNC(=O)CSc2nccn(-c3ccc(C)c(F)c3)c2=O)cc1 | 15µM* | -20*
Cc1ccc(-c2nnc(SCC(=O)NNC(=O)COc3cccc4ccccc34)n2C)cc1 | u | x
CCCCn1c(N)c(N(CC)C(=O)C(c2ccccc2)c2ccccc2)c(=O)[nH]c1=O | u | x
CCOC(=O)C1CCCN(Cc2cc(=O)oc3cc(C)c(C(C)C)cc23)C1 (configuration not stated) | 0% | -6
Cc1ccc(O)c(N/C=C/C(=O)c2ccc(F)cc2)c1 | u | x
CCOC(=O)c1c(S(=O)(=O)N(C)Cc2ccco2)c(C)n(C)c1C | u | x
O=C(CN1CCCc2ccccc21)NCc1ccc2c(c1)OCO2 | u | x
O=C(O)CSC1=NC(=Nc2cccc(Cl)c2)C2(CCCCC2)N1c1ccccc1 | u | x
N#Cc1cnc2ncnn2c1-c1ccccc1 | u | x
CCn1nc(C(=O)NCC2COc3ccccc3O2)c2ccccc2c1=O (configuration not stated) | 8% | -16
COc1ccc(NC(=O)c2cc(S(=O)(=O)N3CCOCC3)cn2C)c(OC)c1 | -24% | -15
Cc1ccc(CNc2nc3ccccc3s2)s1 | u | x
CCCn1c(SCC(=O)N2CCCC2)nc2c1c(=O)n(C)c(=O)n2C | 0% | -14
O=C(CC1C(=O)NCCN1C(=S)Nc1ccccc1)Nc1ccc(F)cc1 (configuration not stated) | u | x
CC1(c2cccc(Br)c2)NC(=O)N(CC(=O)Nc2ccc(F)cc2)C1=O (configuration not stated) | u | x
CN(C)c1ccnc(Oc2ccccc2)c1C#N | i | 12
CCOC(=O)Cn1nc(-c2ccc(C)cc2)ccc1=O | u | x
C=CCn1c(=O)c(C(=O)Nc2ccccc2O)c(O)c2ccccc21 | 6% | 3
O=C(COc1ccccc1[N+](=O)[O-])OCC(=O)N1CCC(Cc2ccccc2)CC1 | u | x
CC[n+]1c(/C=C/C=C/N(C(C)=O)c2ccccc2)sc2ccccc21 | -11% | 10
Cc1ccc(NC(=O)CN(C)CC(=O)Nc2ccc(F)c(F)c2F)c(Cl)c1 | 7% | 4
O=C(c1ccc(S(=O)(=O)N2CCOCC2)cc1)N1CCN(c2ccccc2)CC1 | 23% | 9
CNC(=O)N(O)C1N(/N=C/c2ccccc2OC)C(=S)SC1(C)C (configuration not stated) | u | x

In the list so far, these have a nitro group on carbon.
smiles | Lipid storage S3 | Lipid storage S3 cell count max
CCCCC12CN3CC(C)(CN(C1)C3c1ccc([N+](=O)[O-])o1)C2=O (configuration not stated) | 12% | -1
O=[N+]([O-])c1ccc(N2CCN(c3ccc(O)cc3)CC2)c(Cl)c1 | u | x
COc1ccc(C(=O)CCC(C)(C)[N+](=O)[O-])cc1 | -14% | 8
O=C(O)CCN(CC(=O)c1ccc(Cl)cc1)S(=O)(=O)c1ccc([N+](=O)[O-])cc1 | 10% | 18
N#C/C(=C/c1ccccc1[N+](=O)[O-])c1nc(C2CC2)cs1 | -14% | -19
Cc1ccc(S(=O)(=O)N2CCN(c3ccc(C(F)(F)F)cc3[N+](=O)[O-])CC2)cc1 | u | x
O=C(N/N=C/c1cc([N+](=O)[O-])ccc1O)c1cccc2cc[nH]c12 | u | x
O=[N+]([O-])c1cccc(C(=Nc2cccc(Cl)c2)NO)c1 | i | x
O=C(COc1ccccc1[N+](=O)[O-])OCC(=O)N1CCC(Cc2ccccc2)CC1 | u | x

Later entries
smiles | Lipid storage S3 | Lipid storage S3 cell count max
O=C1N/C(=C\c2ccccc2)C(O)=C1C=NCc1ccccc1 | 9% | 0
CCOc1cccc2sc(N(CCCN(C)C)C(=O)c3ccc(S(=O)(=O)N(CC)Cc4ccccc4)cc3)nc12 | -27% | 6
CC1(OC(=O)C2CCCC2)C(=O)C=C2C=C(c3ccsc3)N(C3CCCC3)C=C2C1=O (configuration not stated) | 2% | 6
COCCCNC(=O)c1ccc(CS(=O)(=O)c2ccccc2OC)o1 | 5% | 15
COc1ccc(NC(=O)CSc2nnc(CNC(=O)COc3ccc(Cl)cc3)o2)cc1 | u | x
CCC(C(=O)Nc1nnc(-c2ccco2)s1)c1ccccc1 (configuration not stated) | u | x
CC(=O)c1cn(Cc2ccccc2)c(=O)[nH]c1=O | u | x
Cc1ccc(SCCC(=O)NCCSCc2ccco2)cc1 | u | x
COc1ccc2c(c1)CC/C2=N\OC(=O)c1ccccc1OC | -3% | -2
COc1ccc(S(=O)(=O)N2CCCC(C(=O)NCCN3CCOCC3)C2)cc1C (configuration not stated) | i | x
CCSc1nnc(NC(=O)[C@@H](NC(=O)c2cc(OC)cc(OC)c2)C(C)C)s1 | u | x
Cc1cc(C)nc(SCc2n[nH]c(=S)n2C)n1 | 8% | -2
Cc1ccc(OCC(=O)O/N=C(\N)c2cccnc2)cc1 | u | x
